Compound activity from PubChem.
B2AR arrestin – beta2AR (human) beta-arrestin recruitment activity; 0.02% of 330,000 active; Potency, µM (highest dose often 46.1 µM), without a hit: at the highest dose activation, actives largely listed as activators; AID 492947; beta-arrestin recruitment to beta2AR, cell-based reporter;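 also: potency is read from the fitted curve at half-maximal effect; 0% = DMSO controls and full agonism = EC100 isoproterenol or metaproterenol; nearly all actives have a fitted effect of over 65% in size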
GALK inhibitor – galactokinase (human) inhibition. Potency, µM (top dose mostly 57.5 µM), without a hit: at the highest dose activity change, negative = inhibition, hits mostly inhibitors. 0.007% of 270,000 active. Purified GALK, Kinase-Glo residual ATP luminescence; also: potency is read from the fitted curve at half-maximal effect; % is scaled to controls: 0 for no effect and ±100 for the full control effect
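Luminescence from leftover ATP (Ultra-Glo luciferase/luciferin) served as read-out after a 1 h room-temperature reaction of 5 nM GALK with 35 uM ATP and 100 uM galactose.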
Menin-MLL TR inh – inhibitors of human menin-MLL interaction, mutant MLL peptide; O00255; Menin + Texas Red MLL mutant peptide, fluorescence polarization; Potency, µM (titrated, usually from 61.6 µM), for the others: at the highest dose FP activity change, negative = inhibition, actives largely listed as inhibitors; 0.23% of 270,000 active; AID 1768; active = well fitted inhibition curve with a large enough effect in the polarisation, with a control signal flat, not every such curve was filed as active; inconclusive = small, poorly fitted or top-dose-only effect, or effect the other way, or a change in a side signal; inactive = no such curve, though single readings can be large or run the other way; the % refers to the polarisation; also: potency is read from the fitted curve at half-maximal effect; % of control where 0% means no effect; many of its hits are not listed in these tables
Target sequence (O00255 whole entry, looked up): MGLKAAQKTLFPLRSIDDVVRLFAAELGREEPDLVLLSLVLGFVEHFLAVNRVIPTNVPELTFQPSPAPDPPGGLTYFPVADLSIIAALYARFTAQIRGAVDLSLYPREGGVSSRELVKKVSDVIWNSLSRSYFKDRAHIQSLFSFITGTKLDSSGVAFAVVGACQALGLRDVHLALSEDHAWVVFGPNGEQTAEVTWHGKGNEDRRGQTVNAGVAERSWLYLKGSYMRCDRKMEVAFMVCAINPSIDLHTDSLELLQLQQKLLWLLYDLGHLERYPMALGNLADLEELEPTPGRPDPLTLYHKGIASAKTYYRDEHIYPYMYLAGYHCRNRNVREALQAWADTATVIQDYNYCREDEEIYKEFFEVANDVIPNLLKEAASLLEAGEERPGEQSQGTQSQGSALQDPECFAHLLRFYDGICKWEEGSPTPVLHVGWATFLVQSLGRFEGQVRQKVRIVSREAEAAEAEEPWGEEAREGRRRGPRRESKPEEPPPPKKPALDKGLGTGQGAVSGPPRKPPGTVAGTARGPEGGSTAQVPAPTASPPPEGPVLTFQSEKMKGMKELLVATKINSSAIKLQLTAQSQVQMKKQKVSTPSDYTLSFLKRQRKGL
Giardia killer – kills Giardia lamblia; Giardia lamblia trophozoite viability; activity change, % at 7.66 µM, hits read low; 0.15% of 340,000 active; in the data active = activity change below about -80%; inconclusive = between about -30% and that limit;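 also: parasites exposed to compound for two days anaerobically before the ATP read; % is scaled to controls: 0 for no effect and ±100 for the full control effect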
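Trophozoites 100 cells/well + cpd; 48 hrs, 37 deg C, anaerobic. ATPLite 1-Step added, 15-30 min RT, luminescence read (ATP-based viability).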
Tb PFK inh – T. brucei PFK enzyme inhibition; O15648; T. brucei PFK, ADP-Glo luminescence; 0.17% of 330,000 active; Potency, µM (series often up to 57.5 µM), for inactives: top-dose activity, negative = inhibition, most hits filed as inhibitors;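 also: potency is read from the fitted curve at half-maximal effect; 0% = uninhibited 1x PFK enzyme wells and -100% = no-enzyme wells; nearly all actives have a fitted effect of over 60% in size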
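Activity is normalized to no-enzyme wells (full inhibition) and 1.25 nM enzyme wells (no inhibition). Reaction: 0.5 mM F6P, 0.1 mM ATP, 45 min RT, ADP-Glo luminescence; concentration-response curves fitted and classed by quality.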
Chronic BCR inh – inhibitors of chronic active B-cell receptor signaling. ABC-DLBCL IkBa-CBG/CBR reporter, luminescence ratio, 4 h. Potency, µM (top dose mostly 46.1 µM), inactives show top-dose ratio change, negative = lower green/red ratio, hits mostly inhibitors. 0.05% of 340,000 active. AID 493014; active = well fitted inhibition curve with a large enough effect in the signal ratio, with a control signal flat, not every such curve was filed as active; inconclusive = small, poorly fitted or top-dose-only effect, or effect the other way, or a change in a side signal; the % refers to the signal ratio;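 also: potency is read from the fitted curve at half-maximal effect; plate controls were basal doxycycline-induced cells for no effect and cells given 10 µM MG132 for full effect; MG132 reads +100%, hits lower the ratio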
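TMD8 ABC-DLBCL cells carrying doxycycline-inducible green luciferase fused to IkappaBalpha plus unfused red luciferase were exposed to compounds (up to 46 uM) for 4 hrs at 37C. Activity came from the overlap-corrected green/red luminescence ratio.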
S-ASM inh – inhibitors of human secretory acid sphingomyelinase | P17405 | placental ASM, HMU-PC fluorogenic substrate, 60 min | Potency, µM (series often up to 57.5 µM), without a hit: at the top dose activity change, negative = inhibition, hits mostly inhibitors | 0.006% of 340,000 active | AID 504937; also: potency is read from the fitted curve at half-maximal effect
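qHTS format. ASM enzyme prepared from human placenta hydrolyses the fluorogenic substrate HMU-PC0 (9 uM final) over 60 min at 37 °C after a 10 min compound preincubation.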
Coupling enz – counter-screen for Giardia aldolase inhibitors: coupling enzyme system; coupling enzyme system counterscreen, AmpLite Red fluorescence; activity change, negative = inhibition, % at 58.2 µM, hits read low; 0.67% of 290,000 active; AID 2472; in the data active = activity change below about -30%; also: % is scaled to controls: 0 for no effect and ±100 for the full control effect
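Compounds tested against the coupling enzymes alone at 57.5 uM final; readout was AmpLite Red fluorescence (525/598 nm) after 20 min at RT.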
a7 integrin act – integrin-mediated muscular dystrophy alleviation activation. 0.064% of 350,000 active. Potency, µM (top dose mostly 38.3 µM), without a hit: at the top dose activation, usual class: activators. alpha7betagal myoblasts, beta-gal FDG fluorescence, 48 h;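 also: potency is read from the fitted curve at half-maximal effect; 100% = response of the positive control SU9516; nearly all actives have a fitted effect of over 60% in size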
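Alpha7betagal+/- myoblasts (passage 13) were plated 16-24 hr, then exposed to compounds (1:260 dilution of DMSO stock) for 48 hours at 37C. After MPER lysis, β-galactosidase reporter activity was read as FDG fluorescence (ex 480/em 540) after 30 minutes.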
PKM2 activator – PKM2 (human) enzyme activation. Potency, µM (doses to about 57.5 µM), without a hit: top-dose activation, hits mostly activators. P14618. 0.34% of 260,000 active. purified PKM2, Kinase-Glo ATP luminescence, activation; response scale: 0% is enzyme alone, no compound; also: potency is read from the fitted curve at half-maximal effect; % is scaled to controls: 0 for no effect and ±100 for the full control effect; nearly all actives have a fitted effect of over 55% in size
Target sequence (P14618 whole entry, looked up): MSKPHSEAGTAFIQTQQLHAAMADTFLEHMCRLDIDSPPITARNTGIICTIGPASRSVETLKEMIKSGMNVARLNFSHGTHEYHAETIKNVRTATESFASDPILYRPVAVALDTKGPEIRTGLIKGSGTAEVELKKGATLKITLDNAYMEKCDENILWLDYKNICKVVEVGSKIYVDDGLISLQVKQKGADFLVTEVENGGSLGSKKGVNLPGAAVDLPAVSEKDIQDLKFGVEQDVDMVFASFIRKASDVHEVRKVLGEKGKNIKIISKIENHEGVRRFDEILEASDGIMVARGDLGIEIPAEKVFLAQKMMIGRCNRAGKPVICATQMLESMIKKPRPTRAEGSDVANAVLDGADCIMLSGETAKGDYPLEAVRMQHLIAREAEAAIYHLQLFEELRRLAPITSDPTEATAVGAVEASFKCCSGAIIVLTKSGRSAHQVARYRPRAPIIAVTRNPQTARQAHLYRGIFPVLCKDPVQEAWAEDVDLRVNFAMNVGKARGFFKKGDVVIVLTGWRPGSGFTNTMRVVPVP
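Kinase-Glo luminescence reports ATP generated from ADP (0.1 mM) and PEP (0.5 mM) by purified hPK-M2 after 1 h at room temperature, pH 7.2 imidazole buffer; intermediate enzyme activity allows detecting inhibitors and activators.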
TSG101-PTAP inh – blocks PTAP/TSG101 interaction to inhibit HIV-1 budding; Potency, µM (top dose mostly 115 µM), for the others: at the highest dose activity change, negative = inhibition, hits mostly inhibitors; Q99816; 340,000 tested, under 10 active; Fluorescence polarization, FITC-PTAP peptide / Tsg101 binding; active = well fitted inhibition curve with a large enough effect in the main read-out, with a control signal flat, not every such curve was filed as active; inconclusive = small, poorly fitted or top-dose-only effect, or effect the other way, or a change in a side signal; inactive = no such curve, though single readings can be large or run the other way; also: potency is read from the fitted curve at half-maximal effect; % of control where 0% means no effect
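FP read-out: FITC-PTAP peptide, 50 nM final, binding Tsg101 binding domain, 10 uM final; 20 min, r.t.; 10 mM HEPES pH 7.5, 0.15 M NaCl, 0.01% Tween 20, 3 mM EDTA, 0.1 mM TCEP.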
Active calls of the source: *; i = inactive; ? = inconclusive; / = no result given; [ ] = another dose, or the depositor's remark. Unless noted, calls follow the shape of the dose curve; as a rule, active = well fitted curve in the direction sought with a large enough effect; inconclusive = small, poorly fitted or top-dose-only effect, or another doubt; inactive = no such curve, though single readings can be large; an effect the other way counts as inactive or inconclusive. An excerpt. The share of hits here may be higher or lower than overall.

SMILES	B2AR arrestin	GALK inhibitor	Menin-MLL TR inh	Giardia killer	Tb PFK inh	Chronic BCR inh	S-ASM inh	Coupling enz	a7 integrin act	PKM2 activator	TSG101-PTAP inh
CCCCNC(=S)N/N=C1\CCCCc2ccccc21	-1.1%	0%	0%	3	4%	?	-1%	-3	2%	0%	-5%
O=C(NCCS(=O)(=O)N1CCN(c2ccc(F)cc2)CC1)C12CC3CC(CC(C3)C1)C2	0.4%	/	/	2	0%	?	-3%	/	2%	/	1%
Cc1cc(C)c(NC(=O)C2=COCCO2)c(C)c1	-0.1%	/	/	-7	-7%	0%	3%	/	-2%	/	-3%
CC(=O)N/N=C/c1cc(C)n(-c2ccc(Br)cc2)c1C	-0.6%	-2%	-17%	-20	0%	1%	0%	-2	0%	4%	1%
O=C(COc1cccnc1[N+](=O)[O-])NC1CCS(=O)(=O)C1 (centres undefined)	0.4%	-2%	-5%	-4	-6%	1%	4%	1	11%	0%	-3%
CN(CCCNC(=O)c1cccc(N2CCCC2=O)c1)c1ccccc1	-0.2%	0%	-23%	13	-4%	-9%	3%	-10	-6%	12%	-10%
CCc1cccc2c(C(=O)CSc3nncn3-c3ccccc3OC)c[nH]c12	0.4%	-5%	-4%	-14	-14%	?	1%	0	-3%	-21%	-4%
O=C(NC(=S)Nc1ccccc1N1CCCCC1)c1ccc(F)cc1	5.0%	-8%	/	-2	2%	?	-3%	/	-7%	0%	-1%
COc1ccccc1NS(=O)(=O)c1ccc2c(c1)NC(=O)C(C)S2 (centres undefined)	-0.2%	-2%	/	-12	1%	?	-5%	/	-26%	/	-3%
NC(=O)CSc1nnc(NC(=O)C23CC4CC(CC(C4)C2)C3)s1	0.1%	0%	-1%	-5	1%	-2%	3%	-1	-28%	/	-7%
COc1ccc(N2C(=O)CC(NCc3cccs3)C2=O)cc1 (centres undefined)	-0.4%	4%	-3%	-4	1%	4%	-3%	0	2%	5%	-3%
COc1ccc2cc(C3(C)NC(=O)N(CC(=O)Nc4c(C)n(C)n(-c5ccccc5)c4=O)C3=O)ccc2c1 (centres undefined)	0.1%	1%	-20%	4	-6%	3%	1%	8	3%	-4%	-1%
Cc1cc(NC(=O)c2ccc3c(c2)OCO3)ccc1NC(=O)c1ccccc1	-0.8%	-3%	?	21	3%	1%	2%	1	68%	-5%	-4%
Cc1ccc(N2CCN(c3ncccc3[N+](=O)[O-])CC2)c(C)c1	-0.2%	/	17%	2	14%	?	-5%	2	-8%	/	3%
O=C(O)c1ccc(S(=O)(=O)c2ccc3c(c2)C(=O)N(CC2CCCO2)C3=O)cc1 (centres undefined)	0.2%	-4%	7%	-12	4%	4%	0%	11	-15%	-7%	-3%
CN(C)CCCNC(=O)c1ccc(/C=N/O)nc1	0.4%	1%	-1%	-6	6%	?	2%	2	13%	1%	-5%
CC(C)(C)NC(=O)CCCSc1nc2ccccc2s1	-0.6%	-1%	1%	-17	0%	?	2%	-2	25%	-7%	-6%
Cn1c2c(c3ccccc31)CCN1CCC[C@]21c1ccccc1	-0.4%	3%	?	-4	-2%	?	2%	0	-29%	/	-5%
COc1ccc(Cn2c(N)c(C#N)c3nc4ccccc4nc32)cc1	0.0%	0%	-10%	0	-12%	0%	i	-18	-56%[inhibitor]	2%	5%
Cc1cc(C(=O)Nc2c(C)nn(Cc3ccc(Cl)cc3)c2C)no1	-0.1%	0%	0%	-2	-18%	-27%	2%	-2	1%	-9%	1%
CCOC(=O)c1c(C)oc2c1c(C(c1ccccc1)N1CCOCC1)c(O)c1ccccc12 (centres undefined)	-0.6%	-2%	?	8	3%	?	-3%	-42*	-19%	0%	-1%
CCOCC(=O)Nc1ccccc1C(=O)O	-0.1%	6%	13%	1	-2%	-8%	5%	0	2%	0%	1%
CN(C)C(=O)N(CCCN1CCOCC1)Cc1cccc2ccccc12	-0.6%	-1%	/	-3	1%	-18%	1%	-11	-13%	9%	0%
CC(C)(C)NS(=O)(=O)c1ccc2nc(NC(=O)c3ccc(N4C(=O)CCC4=O)cc3)sc2c1	-0.3%	-3%	-1%	2	0%	-3%	-5%	-1	?	1%	0%
CC1=Nc2ccccc2/C1=C/c1sc(=S)n(-c2cccc(C(=O)O)c2)c1O	0.2%	-2%	29%	-8	-10%	?	-20%	1	5%	0%	?
Cc1scc(C(=O)N/N=C/c2ccco2)c1C	-0.1%	-2%	?	4	-4%	?	0%	-2	-10%	-3%	-5%
COc1ccccc1NS(=O)(=O)c1cc(C(=O)NCc2ccncc2)ccc1C	-0.5%	/	/	7	-2%	-3%	/	/	14%	/	-2%
S=C(NC1CCCCC1)N1CCc2ccccc2C1	-0.9%	2%	5%	-2	0%	2%	4%	-2	-34%	-2%	-1%
O=C(N/N=C/c1cc(Br)c(Br)o1)C(O)c1ccccc1 (centres undefined)	-0.1%	0%	10%	-8	-26%	?	0%	-2	-4%	-7%	0%
Cc1ccc(C(=O)NCC(c2ccco2)N2CCc3ccccc32)cc1C (centres undefined)	-0.1%	/	/	-2	-1%	19%	-3%	/	34%	/	-1%

Limited to Coupling enz, TSG101-PTAP inh and PKM2 activator, for some of the entries so far:
SMILES	Coupling enz	TSG101-PTAP inh	PKM2 activator
CN(C)CCCNC(=O)c1ccc(/C=N/O)nc1	2	-5%	1%
Cc1ccc(C(=O)NCC(c2ccco2)N2CCc3ccccc32)cc1C (centres undefined)	/	-1%	/

The results go on.
SMILES	B2AR arrestin	GALK inhibitor	Menin-MLL TR inh	Giardia killer	Tb PFK inh	Chronic BCR inh	S-ASM inh	Coupling enz	a7 integrin act	PKM2 activator	TSG101-PTAP inh
O=C(CN1CCN(C(=O)c2cncn2-c2ccccc2)CC1)Nc1ccccc1Cl	-0.1%	/	/	-15	2%	?	1%	/	-6%	/	-5%
CCN(CC(=O)Nc1ccc2c(c1)OCCO2)S(=O)(=O)c1ccccc1	0.1%	7%	2%	10	-1%	-9%	2%	3	6%	2%	4%
CCc1ccccc1NC1Nc2cc(C)nn2S1 (centres undefined)	-0.1%	3%	11%	7	-1%	-11%	2%	2	-6%	-1%	1%
COCCNC(C)C(=O)C12CC3CC(CC(C3)C1)C2 (centres undefined)	-0.6%	-2%	-22%	-7	-2%	?	1%	-1	15%	2%	-1%
C=CCn1c(-c2ccc(S(=O)(=O)N3CCOCC3)cc2)csc1=Nc1ccccc1	-0.5%	3%	-14%	-2	-6%	7%	-1%	4	-40%	0%	-6%
Cc1ccc(C)c(S(=O)(=O)N2CCCOC2CNC(=O)C(=O)NCCCn2ccnc2)c1 (centres undefined)	-1.7%	0%	4%	8	?	3%	1%	2	-15%	3%	1%
Cc1cccc(NS(=O)(=O)c2c(C)n[nH]c2C)c1	-0.8%	-3%	16%	4	-2%	-2%	1%	-9	20%	9%	-10%
Cc1ccsc1C(=O)N/N=C/c1ccc([N+](=O)[O-])cc1	-0.3%	3%	-4%	30	-9%	?	1%	1	20%	4%	-1%
CC(C)C(OC(=O)c1cccs1)C(=O)NCc1ccc2c(c1)OCO2 (centres undefined)	-0.2%	-3%	-4%	-14	2%	4%	-5%	0	16%	-7%	0%
CCOc1ccc(NC2=NC(C(=O)NCc3ccccc3)CC(=O)N2)cc1 (centres undefined)	-0.7%	4%	1%	7	0%	?	1%	4	-10%	-1%	-3%
Cc1ccc2c(c1)cc1c(=O)[nH]ncn12	-0.3%	-1%	-9%	-6	0%	3%	1%	-1	0%	8%	-2%
CC(=O)Nc1ccc(S(=O)(=O)N(C)CC(=O)NCCC2=CCCCC2)cc1	0.2%	-3%	/	-10	-6%	0%	3%	/	-4%	2%	-1%
Cc1ccc(OCC(=O)Nc2ccc3oc(=O)ccc3c2)c(C)c1	1.0%	5%	/	3	-2%	-2%	0%	-7	-58%[inhibitor]	/	-2%
Cc1cc(NC(=O)C(C)SCC(=O)Nc2ccccc2N2CCCCC2)no1 (centres undefined)	-0.1%	/	/	-7	3%	-1%	2%	/	27%	/	-3%
Cc1ccccc1OCc1n[nH]c(=S)n1-c1cccc(Cl)c1	-0.1%	-8%	-24%	12	-1%	-9%	-4%	3	-18%	0%[11.5 µM]	-6%
CC1(C)C[C@H]2C3=CCC4[C@@]5(C)CC[C@H](O)[C@](C)(CO)C5CC[C@@]4(C)[C@]3(C)CC[C@@]2(C)[C@H](O)[C@@H]1O (some centres undefined)	-0.8%	/	/	4	-3%	4%	0%	/	-6%	/	-1%
O=C(CCl)c1ccc2[nH]c(=O)oc2c1	-0.5%	/	/	-2	-16%	-1%	-2%	7	-59%[inhibitor]	2%	-9%
